CFTR F508del cor: correctors of CFTR F508del function in bronchial epithelial cells; 350,000 tested, 0.36% active; CFBE cells, YFP halide quenching; stimulated with forskolin plus potentiator P3; % fluorescence drop versus neutral controls; activity (quench increase), % at 7.58 µM;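 active means mean added fluorescence quench of at least 8% versus neutral control, with both replicates also reaching 8%; inconclusive means only one of the mean or replicate conditions met; inactive means mean below 8% and not both replicates reaching 8%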;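 further: cells transiently co-express mutant CFTR-F508del with the halide-sensitive YFP; corrector assay measuring rescue of mutant channel to the surface after 24 h compound exposure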
PAX8 inh HTS: lowers PAX8-driven luciferase in RMG-I cells. RMG-I TPO-luciferase reporter, SteadyGlo, 24 h. inhibition, % at 12.6 µM. AID 652154. 360,000 tested, 1.2% active;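 active means mean replicate inhibition at least 60% with every replicate also reaching 60%; inconclusive means only one of the two criteria is met; inactive means mean below 60% and not all replicates reaching 60%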;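 further: luciferase light reporting Pax8 driven TPO promoter activity; plate controls were median of neutral control wells for no effect and mitoxantrone controls for full effect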
INS-1E GSIS act: primary screen for activators of insulin secretion dependent on glucose, INS-1E cells, GLuc reporter luminescence | INS-1E GLuc reporter insulin secretion, 2-3 h | activation, % at 16.6 µM | 370,000 tested, 0.61% active | AID 743287;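 active means lowest replicate activation of at least 40%, so every replicate reaches that level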;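 further: 0% = median of neutral control wells and 100% = median of IBMX positive control wells; some compounds called inactive have numbers as strong as hits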
FN deposit inh: fibronectin deposition inhibition; AH1F fibroblasts, Alexa488-fibronectin deposition fluorescence, overnight; inhibition, % at 12.6 µM; 350,000 tested, 0.086% active;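 active means mean inhibition across replicates of 30% or more, regardless of how many single replicates reach that level; inconclusive means mean under 30% yet at least half of replicates reach 30%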;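 further: positive control wells lacked labelled fibronectin entirely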
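Material: AH1F fibroblast monolayer depositing Alexa488-labelled fibronectin into matrix | Input: 10000 AH1F cells/well | Medium: DMEM plus 2% serum, read in PBS | Reagent: Alexa488-fibronectin, 24 nM final in well | Compound dosing: One dose per compound, pinned | Schedule: 1 h adhesion, overnight exposure | Measured by: Fluorescence at 485 nm excitation, 525 nm emission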
miR122 inh: inhibitors of miR-122 in Huh7 cells | Huh7 miR-122 Renilla luciferase sensor, 48 h; neutral wells = 0, positive control = 100 | activation (reporter increase), % at 12.5 µM | 340,000 tested, 0.3% active;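 active means mean replicate activation score at least 90 and every replicate individually at or above 90; inconclusive means only one of the two criteria met; inactive means neither criterion met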;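 further: higher luciferase means less miR-122 activity so hits act as miR-122 inhibitors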
DENV2 CPE rescue: inhibitors of DENV2 cytopathic effect | CPE inhibition, % at 9.99 µM | DENV2-infected cells, cytopathic effect rescue, plate reader | 350,000 tested, 1.7% active; in the data active means CPE inhibition above about 20%, passing the limit was not always enough; inconclusive means no clear call, values can overlap the other calls; tested in BHK-21 cells;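 further: 0% = median of neutral control wells and 100% = median of positive control wells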
EWS-Fli inh: inhibitors of EWS/Fli oncoprotein transcriptional activity. A673 NR0B1-luciferase reporter, viability-normalised. inhibition, % at 12.6 µM. 350,000 tested, 0.67% active;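 active means mean inhibition of at least 50% after viability correction, with every replicate also passing that limit; inconclusive means mean reaches 50% but only one of two replicates passes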;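 further: firefly luciferase signal divided by Alamar Blue viability fluorescence both relative to DMSO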
* = called active by the depositor; [ ] = dose if it differs, or a comment.

The first 3 entries, to show the layout:
How did CCOc1cc(S(=O)(=O)N2CCN(c3ccc(F)cc3)CC2)c(OCC)cc1-n1cnnn1 do in these assays?
INS-1E GSIS act: -3; FN deposit inh: -7; miR122 inh: -1

What do the screens show for `N#C/C(=C\c1ccccc1Cl)C(=O)Nc1ccccn1`?
CFTR F508del cor: 1.7; PAX8 inh HTS: 2; INS-1E GSIS act: 12; FN deposit inh: -6; miR122 inh: -1; DENV2 CPE rescue: inconclusive; EWS-Fli inh: -1

Results for COCCCNC(=O)/C(C#N)=C/c1c(N2CCCCCC2)nc2ccccn2c1=O ?
CFTR F508del cor: 1.0; PAX8 inh HTS: 6; INS-1E GSIS act: 34; FN deposit inh: 1; miR122 inh: -3; DENV2 CPE rescue: -3; EWS-Fli inh: 0

Main list, from the start:
How did CCOc1cc(S(=O)(=O)N2CCN(c3ccc(F)cc3)CC2)c(OCC)cc1-n1cnnn1 do in these assays?
INS-1E GSIS act: -3; FN deposit inh: -7; miR122 inh: -1

What do the screens show for `N#C/C(=C\c1ccccc1Cl)C(=O)Nc1ccccn1`?
CFTR F508del cor: 1.7; PAX8 inh HTS: 2; INS-1E GSIS act: 12; FN deposit inh: -6; miR122 inh: -1; DENV2 CPE rescue: inconclusive; EWS-Fli inh: -1

Results for COCCCNC(=O)/C(C#N)=C/c1c(N2CCCCCC2)nc2ccccn2c1=O ?
CFTR F508del cor: 1.0; PAX8 inh HTS: 6; INS-1E GSIS act: 34; FN deposit inh: 1; miR122 inh: -3; DENV2 CPE rescue: -3; EWS-Fli inh: 0

How did COC(CNC(=O)c1ccc(N2CCCC2=O)cc1)OC do in these assays?
PAX8 inh HTS: 8; FN deposit inh: -1; miR122 inh: -5

How did CCN(C(=O)CSc1nc2cc(C(F)(F)F)ccc2n1Cc1ccccc1)C1CCS(=O)(=O)C1 (configuration not stated) do in these assays?
CFTR F508del cor: 2.8; PAX8 inh HTS: -3; INS-1E GSIS act: -7; FN deposit inh: -5; miR122 inh: -4; DENV2 CPE rescue: -4; EWS-Fli inh: 2

Results for C[C@@H]1CN([C@H](C)CO)S(=O)(=O)c2ccc(-c3ccncc3)cc2O[C@@H]1CN(C)C ?
CFTR F508del cor: 0.0; INS-1E GSIS act: 10; FN deposit inh: -7; miR122 inh: -2[16.7 µM]; DENV2 CPE rescue: 20; EWS-Fli inh: 3

How did CC(C)c1ccccc1OCC(=O)NC1CCCc2ccccc21 (configuration not stated) do in these assays?
PAX8 inh HTS: 18; INS-1E GSIS act: -14; FN deposit inh: 4; miR122 inh: 28

How did CCOc1ccccc1NC(=S)NC(=O)c1ccco1 do in these assays?
CFTR F508del cor: -0.6; PAX8 inh HTS: -7; INS-1E GSIS act: 30; FN deposit inh: -5; miR122 inh: 3; DENV2 CPE rescue: inconclusive

How did Cc1csc(NC(=O)CSCc2c(C)noc2C)n1 do in these assays?
CFTR F508del cor: 5.9; PAX8 inh HTS: 0; INS-1E GSIS act: 19; FN deposit inh: -8; DENV2 CPE rescue: 6; EWS-Fli inh: -2

What do the screens show for `CCn1c(=O)c(C(C)=O)c(O)c2ccccc21`?
CFTR F508del cor: -0.8; PAX8 inh HTS: -4; INS-1E GSIS act: 3; miR122 inh: 4; DENV2 CPE rescue: -3; EWS-Fli inh: -9

How did COc1ccc(CCNC(=O)CCCOc2ccc(C)cc2)cc1OC do in these assays?
PAX8 inh HTS: 10; INS-1E GSIS act: 1; FN deposit inh: -1; miR122 inh: 0

How did CC(=O)Nc1ccc(S(=O)(=O)NCC(=O)N2CCN(S(=O)(=O)c3cccs3)CC2)cc1 do in these assays?
CFTR F508del cor: -0.1; PAX8 inh HTS: 6; INS-1E GSIS act: 0; FN deposit inh: 2; miR122 inh: -10; DENV2 CPE rescue: -4; EWS-Fli inh: 2

Results for COCCNC(=O)CN(C(=O)Cn1nnc2ccccc21)c1cccc(C)c1C ?
CFTR F508del cor: -1.5; PAX8 inh HTS: 1; INS-1E GSIS act: 6; FN deposit inh: 4; miR122 inh: -3; DENV2 CPE rescue: 18; EWS-Fli inh: -10

What do the screens show for `Cc1noc(C)c1NC(=O)N(C)C[C@H]1Oc2c(NC(=O)C3CCOCC3)cccc2C(=O)N([C@@H](C)CO)C[C@@H]1C`?
CFTR F508del cor: 0.1; INS-1E GSIS act: 7; FN deposit inh: -15; miR122 inh: 16[16.7 µM]; DENV2 CPE rescue: 18; EWS-Fli inh: -11

What do the screens show for `O=S(=O)(NCC(c1ccco1)N1CCc2ccccc2C1)c1ccc(Br)cc1` (configuration not stated)?
CFTR F508del cor: -1.4; PAX8 inh HTS: -12; INS-1E GSIS act: 8; FN deposit inh: -23; DENV2 CPE rescue: 9; EWS-Fli inh: 4

Results for CN(C)CCOc1ccc(C(C)(C)c2ccccc2)cc1 ?
CFTR F508del cor: 1.4; PAX8 inh HTS: 4; INS-1E GSIS act: 10; FN deposit inh: 4; DENV2 CPE rescue: -7; EWS-Fli inh: 2

How did O=C(NCCN1CCCCC1)Nc1ccccc1Cl do in these assays?
CFTR F508del cor: 2.0; PAX8 inh HTS: 24; INS-1E GSIS act: 0; FN deposit inh: 3; miR122 inh: 2; DENV2 CPE rescue: -1; EWS-Fli inh: 1

What do the screens show for `Cc1ccc(NP(=O)(Nc2ccc(C)cc2)Nc2ccc(C)cc2)cc1`?
CFTR F508del cor: -1.7; PAX8 inh HTS: 7; INS-1E GSIS act: -28; miR122 inh: 49; DENV2 CPE rescue: -4; EWS-Fli inh: 9

Results for Cc1cc(C)c2cc(CNC3CCCC3)c(Cl)nc2c1 ?
CFTR F508del cor: 2.1; PAX8 inh HTS: -5; INS-1E GSIS act: 3; DENV2 CPE rescue: 3; EWS-Fli inh: -11

What do the screens show for `O=C(NCc1ccco1)c1ccc(-c2ccc3nccn3c2)cc1`?
CFTR F508del cor: -2.2; INS-1E GSIS act: 11; FN deposit inh: 6; miR122 inh: 4; DENV2 CPE rescue: -3; EWS-Fli inh: 4

How did COc1ccccc1-c1noc2c1C(=O)NCC2 do in these assays?
CFTR F508del cor: 0.4; PAX8 inh HTS: 3; INS-1E GSIS act: 39; FN deposit inh: 2; miR122 inh: 4; DENV2 CPE rescue: -9; EWS-Fli inh: 1

What do the screens show for `COc1ccc(CN(C)C[C@H]2Oc3ccc(NC(=O)Nc4ccc5c(c4)OCO5)cc3C(=O)N([C@@H](C)CO)C[C@@H]2C)cc1`?
CFTR F508del cor: -0.1; INS-1E GSIS act: -1; miR122 inh: 4[16.7 µM]; DENV2 CPE rescue: 5; EWS-Fli inh: -4

How did O=C(Cc1c(F)cccc1Cl)Nc1ccccc1C(=O)N1CCCCC1 do in these assays?
CFTR F508del cor: -4.9; PAX8 inh HTS: 2; INS-1E GSIS act: 33; FN deposit inh: -6; miR122 inh: 2; DENV2 CPE rescue: 10; EWS-Fli inh: -7

Results for O=C(Nc1cc(S(=O)(=O)N2CCOCC2)ccc1N1CCCCC1)c1cc(-c2ccccn2)nc2ccccc12 ?
CFTR F508del cor: -0.1; PAX8 inh HTS: -3; INS-1E GSIS act: -8; DENV2 CPE rescue: -1; EWS-Fli inh: 2

What do the screens show for `CCCS(=O)(=O)N1CCCC(C(=O)Nc2ccc3c(c2)CCC3)C1` (configuration not stated)?
CFTR F508del cor: -0.9; PAX8 inh HTS: -4; INS-1E GSIS act: 20; FN deposit inh: 1; miR122 inh: 0; DENV2 CPE rescue: 0; EWS-Fli inh: -24

What do the screens show for `C=CCN(Cc1nc(-c2ccccc2)no1)C(=O)c1ccc2c(c1)OCO2`?
CFTR F508del cor: -0.5; PAX8 inh HTS: 4; INS-1E GSIS act: 5; FN deposit inh: 1; DENV2 CPE rescue: -3; EWS-Fli inh: -5

How did CCOc1ccc(CCNC(=O)COC(=O)C2CCN(S(=O)(=O)c3ccccc3)CC2)cc1OCC do in these assays?
CFTR F508del cor: 3.5; PAX8 inh HTS: -8; INS-1E GSIS act: 22; FN deposit inh: 7; miR122 inh: -5; DENV2 CPE rescue: -2; EWS-Fli inh: -14

How did C[C@@H]1CN([C@H](C)CO)C(=O)c2cccc(NC(=O)Nc3ccccc3)c2O[C@H]1CN(C)S(=O)(=O)c1cccs1 do in these assays?
CFTR F508del cor: -0.8; INS-1E GSIS act: 0; miR122 inh: -4[16.7 µM]; EWS-Fli inh: -4

What do the screens show for `CC(=O)N1CCN(S(=O)(=O)c2cccc(C(=O)NCc3ccc(F)cc3)c2)CC1`?
CFTR F508del cor: 0.7; PAX8 inh HTS: -4; INS-1E GSIS act: 12; FN deposit inh: -5; miR122 inh: -1; DENV2 CPE rescue: 1; EWS-Fli inh: 1

What do the screens show for `O=S(=O)(c1ccc(Cl)cc1)N1CCN(c2ncccn2)CC1`?
CFTR F508del cor: -0.6; PAX8 inh HTS: 11; INS-1E GSIS act: 26; FN deposit inh: 3; DENV2 CPE rescue: -1; EWS-Fli inh: 3

What do the screens show for `CCn1c(/C=C/c2c(C)n(CC)c3ccccc23)nc2ccccc2c1=O`?
CFTR F508del cor: 0.2; PAX8 inh HTS: 72*; FN deposit inh: -5; miR122 inh: 3; DENV2 CPE rescue: -12; EWS-Fli inh: -15

How did C1CCCCCC(=NNc2nn[nH]n2)CCCCC1 do in these assays?
CFTR F508del cor: -1.8; PAX8 inh HTS: 4; INS-1E GSIS act: 1; FN deposit inh: 4; miR122 inh: -16; DENV2 CPE rescue: 3; EWS-Fli inh: -3

What do the screens show for `CSCCC(=O)N1CCN(CC(=O)N2CCCC2)CC1`?
CFTR F508del cor: -2.7; PAX8 inh HTS: 6; INS-1E GSIS act: 6; FN deposit inh: 1; miR122 inh: 4; DENV2 CPE rescue: 3; EWS-Fli inh: 5

What do the screens show for `O=C(Nc1cccc(N2C(=O)C3CCCCC3C2=O)c1)c1ccccc1` (configuration not stated)?
CFTR F508del cor: 0.1; PAX8 inh HTS: -1; INS-1E GSIS act: 3; FN deposit inh: 9; miR122 inh: 7; DENV2 CPE rescue: -4; EWS-Fli inh: 3

What do the screens show for `Cc1ccc(CCNC(=O)CC2Oc3ccc(C)cc3NC2=O)cc1` (configuration not stated)?
CFTR F508del cor: 2.0; PAX8 inh HTS: 9; INS-1E GSIS act: 9; FN deposit inh: -21; miR122 inh: -4; DENV2 CPE rescue: -1; EWS-Fli inh: -1

What do the screens show for `CCC(=O)Nc1ccc2c(c1)OC[C@@H](C)N(Cc1ccncc1)C[C@H](C)[C@@H](OC)CN(C)C2=O`?
CFTR F508del cor: 1.5; PAX8 inh HTS: 4; INS-1E GSIS act: -4; FN deposit inh: 9; miR122 inh: -5[16.7 µM]; DENV2 CPE rescue: -2; EWS-Fli inh: -2

Results for C[C@@H]1CCCCO[C@H](CN(C)Cc2ccc(C(=O)O)cc2)[C@H](C)CN([C@H](C)CO)C(=O)c2cc(NS(=O)(=O)c3ccccc3)ccc2O1 ?
CFTR F508del cor: -0.2; PAX8 inh HTS: 0; INS-1E GSIS act: 17; FN deposit inh: 3; miR122 inh: -2[16.7 µM]; DENV2 CPE rescue: 1; EWS-Fli inh: -15

What do the screens show for `Cc1ccc(S(=O)(=O)Nc2cccc3c2O[C@H](CN(C)S(=O)(=O)c2ccccc2)[C@H](C)CN([C@H](C)CO)C3=O)cc1`?
CFTR F508del cor: -1.0; PAX8 inh HTS: -13; INS-1E GSIS act: 7; miR122 inh: -12[16.7 µM]; DENV2 CPE rescue: -18; EWS-Fli inh: -6

How did O=S(=O)(NC1CCCC1)c1ccccc1Cl do in these assays?
PAX8 inh HTS: 3; FN deposit inh: 2; miR122 inh: 17
